High-throughput results (PubChem)
T cell HTS = modulators of CD8 T cell-vesicle binding, primary screen, mouse 2C CD8+ T cells, flow cytometry; 2C CD8+ T cell-vesicle binding; stronger effect = lower value; calls only at 7 µM; 330,000 compounds, 0.068% hits;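 active = response, share of CD8 T cells binding vesicles, and their 90th percentile fluorescence all below set limits, cut at about 80% in these data, passing the limit was not always enough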
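Also added: QL9-peptide-loaded Drosophila micro-vesicles bearing Ld, ICAM-1 and B7-1; Test system: purified 2C TCR transgenic mouse naive CD8+ T cells; Measured by: cytometric PE anti-B7-1 and Alexa647 anti-CD8 signals after 1% paraformaldehyde fixation; Timing: binding step 1.5 h, 37 °C, antibody labelling 20 min, ice.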
TNAP activation fold = human TNAP enzyme activators, primary screen, biochemical, luminescent, no phosphate acceptor, uHTS (AID 1001). Alkaline phosphatase, tissue-nonspecific isozyme (Homo sapiens). purified TNAP, luminescent activation assay, no phosphate acceptor; higher activation fold means a stronger effect. activation fold at 20 µM, or EC50 in µM where a hit was titrated. 200,000 compounds, 0.03% hits; in the data active = activation fold from about 3, or a potency from the dose series; inactive = the rest, 99 in 100 with activation fold below about 1.6; also: many of its hits are not listed in these tables
MT stabilize HCS = microtubule stabilizers in HeLa cells, primary screen, imaging, high-content imaging. HeLa tubulin immunostaining HCS, 24 h; share of cells brighter than vehicle mean+2SD. % tubulin-high responders, % at 10 µM. 200,000 compounds, 0.83% hits. AID 2205, 2009;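 active = plate Z-score above 3 for both tubulin-high and condensed-nucleus cell shares, with cell loss under 80%, at 10 µM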;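 also: anti alpha tubulin signal scored within the nucleus-defined area of each cell; some results filed as inactive read as strong as hits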
Hep lipid drop = inhibitors of hepatocyte lipid droplet formation, primary screen, imaging, high-throughput imaging, BODIPY stain; AML12 mouse hepatocytes, oleate lipid droplets; inhibition, % at 6.5 µM; 240,000 compounds, 0.4% hits;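 active = lipid droplet intensity inhibited by at least 50%, with more than 500 cells counted; inconclusive = wells with under 300 cells, treated as cytotoxic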
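Assay system: AML12 hepatocytes (mouse) / Also added: 100 µM oleic acid challenge / Times: overnight treatment with compound plus oleate / Detection: high-content imaging of BODIPY-stained droplets and DAPI nuclei / Evaluation: % inhibition of lipid droplet signal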
bCat nuc transl = modulators of beta-catenin nuclear translocation, primary screen, imaging, HeLa cells, immunofluorescence, high-content; nuclear translocation activity, % at 5 µM; 190,000 compounds, 0.3% hits;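 active = nuclear translocation activity above 50% at 5 µM, with a well cell count of 50 or more; inconclusive = wells under 50 cells across six images, flagged as toxic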;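 also: per-cell ratio of nuclear to cytoplasmic median beta-catenin stain intensity; plate controls were DMSO negative control for no effect and GSK-3 inhibitor IX positive control for full effect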
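Test system: human HeLa cells, endogenous beta-catenin. Times: 24 h compound exposure, 37°C. Measured by: beta-catenin immunofluorescence imaging with DAPI.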
Dynein cargo inh = inhibitors of GR-EGFP nuclear translocation, primary screen, dynein cargo transport inhibitor project, imaging, high-content, 3617.4 mouse cells. test concentration mostly 20 µM; stimulated with dexamethasone, 1 µM; stronger effect = lower value. z-score, hits read low. 220,000 compounds, 0.47% hits;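 active = plate z-score of nuclear minus cytoplasmic receptor signal below a set negative limit, without overly bright fluorescence or cell loss, cut at about -3.5 in these data, passing the limit was not always enough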;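 also: z-score of nuclear minus cytoplasmic ring GR-EGFP intensity difference per well; some compounds called inactive have numbers as strong as hits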
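Also added: dexamethasone, 1.0 µM final. Medium: tet-free, stripped-serum medium. Detection: fixed, Hoechst-stained cells imaged at 10x for EGFP. Read-out: nuclear-to-cytoplasmic GR-EGFP distribution per well. Times: induction 48 h, compound 1 h, agonist 30 min.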
Myeloid diff MLP = induction of myeloid progenitor differentiation, primary screen, cell-based, flow cytometry, MLPCN library. ER-HoxA9 myeloid progenitors, lysozyme-GFP differentiation. calls only at 10 µM. 360,000 compounds, 1% hits. AID 624256, 2012;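 active = normalized GFP-positive differentiation at or above the plate's own cutoff, the solvent-only control mean plus 3 SD; inconclusive = no clear call, values can overlap the other calls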;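 also: cells exposed to compound for four days before flow analysis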
PMI inhibitors = inhibitors of human PMI, primary screen, biochemical, fluorescence intensity, coupled assay (AID 1209); 190,000 compounds, 0.42% hits; one-dose inhibition, % at 20 µM; IC50 in µM for titrated hits; Mannose-6-phosphate isomerase (Homo sapiens); purified PMI enzyme, coupled fluorescence intensity; higher % means a stronger effect; in the data active = inhibition above about 50%;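 also: plate controls were DMSO vehicle for no effect and wells lacking substrate for full effect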
Insulin prom up = insulin promoter activators in MIN6 cells, imaging, high-content screening, mouse beta cells. MIN6 insulin promoter-GFP reporter; stronger effect = higher value. z-score at 5 µM. 190,000 compounds, 0.3% hits. AID 1625, 2009;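 active = z-score above 3 at 5 µM with at least 500 cells counted in the well; inconclusive = wells under 500 cells, flagged as cytotoxic or low count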
Dynein cargo inh cytoplasmic EGFP = recorded beside Dynein cargo inh, whose call it bears; z-score; measured here: cytoplasmic GR-EGFP intensity; stronger effect = higher value
Dynein cargo inh nuclear GR-EGFP = second read-out of Dynein cargo inh, no call of its own (marks repeat the call); z-score; measured here: nuclear GR-EGFP intensity;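 lower value marks the stronger effect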
Dynein cargo inh cell count = also measured in Dynein cargo inh; calls as there; z-score; measured here: cell count per field
Insulin prom up cell count = further read-out of Insulin prom up, marked with its call; cell count; measured here: cytotoxicity, nuclei count;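 total cells summed across four imaged fields per well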
Hep lipid drop cells 6.5 µM = further read-out of Hep lipid drop, marked with its call; cell count; measured here: cell count, cytotoxicity flag;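 cells counted across two imaged fields per well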
bCat nuc transl cell count 5 µM = also measured in bCat nuc transl; calls as there; cell count; measured here: cell count, cytotoxicity flag
T cell HTS vesicle-bound % = further read-out of T cell HTS, marked with its call; double positive events, %; measured here: CD8+ vesicle-bound cell fraction;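 binding gate set so that unloaded-vesicle control wells show 10% double positive cells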
MT stabilize HCS Hoechst-high % = further read-out of MT stabilize HCS, marked with its call; % Hoechst-high responders; measured here: nuclear condensation Hoechst responders;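 share of cells brighter than vehicle mean plus two SD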
MT stabilize HCS cytotoxicity % = recorded beside MT stabilize HCS, whose call it bears; toxicity, %; measured here: cytotoxicity by cell density;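 0% = mean cell density of plate MIN control wells and 100% = no cells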
Myeloid diff MLP GFP+ MAC1+ % = second read-out of Myeloid diff MLP, no call of its own (marks repeat the call); GFP+ MAC1+ double positive, %; measured here: differentiation confirmed by MAC1 staining
An asterisk follows results filed as active; i = inactive; ? = inconclusive; . = not tested or not shown; + = active, no number.

SMILES	T cell HTS	T cell HTS vesicle-bound %	TNAP activation fold	MT stabilize HCS	MT stabilize HCS Hoechst-high %	MT stabilize HCS cytotoxicity %	Hep lipid drop	Hep lipid drop cells 6.5 µM	bCat nuc transl	bCat nuc transl cell count 5 µM	Dynein cargo inh	Dynein cargo inh cytoplasmic EGFP	Dynein cargo inh nuclear GR-EGFP	Dynein cargo inh cell count	Myeloid diff MLP	Myeloid diff MLP GFP+ MAC1+ %	PMI inhibitors	Insulin prom up	Insulin prom up cell count
N#C/C(C(=O)NCc1ccccc1)=C1/N=C(NC(=O)c2cccs2)c2ccccc21	i	48	0.9	4.0	2.7	8.4	7	589	-0.6	1099	1.1	-0.15	1.3	-0.78	+	0.9*	6%	-0.39	1336
O=C(N/N=C/C=C/c1ccco1)c1cccs1	i	34	1.5	3.4	4.4	7.1	-1	632	0.0	963	0.73	-0.11	0.63	-2.3	i	0.0	-9%	0.34	1121
CCCNc1c(N)c(=O)oc2ccccc12	i	17	1.2	1.1	1.4	10	7	783	.	.	-0.54	0.0052	-0.071	-0.35	i	7.2	0%	0.06	939
COc1ccc(C(=O)N/N=C/c2ccc(OC)c(CN3CCN(c4ccc(F)cc4)CC3)c2)cc1	i	54	1.1	2.8	3.2	11	25	613	0.6	922	0.071	-0.31	-0.3	0.18	i	2.7	9%	-0.34	1289
Cc1nnn(C23CC4CC(CC(C(=O)NN)(C4)C2)C3)n1	i	25	1	3.3	3.7	2.1	2	672	.	.	-0.25	-0.18	-0.15	-0.29	i	0.9	-10%	0.74	1408
CN(C)Cc1c(-c2ccc(Cl)cc2)nc2ccc(Cl)cn12	i	53	1.1	1.4	2.1	0.1	-32	645	3.6	1058	1.5	-0.27	0.64	-0.26	i	0.1	-2%	0.3	1174
Cc1csc(SCC(=O)Nc2sccc2C(N)=O)n1	i	24	1	6.9	2.2	10.0	4	688	1.0	1031	-0.22	-0.32	0.16	1.1	i	0.7	0%	1.2	1288
COCC(=O)NC1CCCCCC1	i	38	.	.	.	.	-20	765	0.2	1284	2.5	-0.081	1.3	-2.3	i	0.8	.	0.06	1002
COc1ccccc1-n1c(SCC(=O)N2CCCC2)nnc1-c1ccccc1	i	22	.	.	.	.	-6	661	0.4	1296	0.16	-0.26	0.89	-0.56	i	0.4	.	-0.27	1165
CCOc1cc(C(=O)N2CCN(c3ccc(C(C)=O)cc3)CC2)cc(OCC)c1OCC	i	27	1.1	1.9	2.0	9.4	-10	762	0.8	1005	-0.12	-0.27	-0.041	0.58	i	8.2	13%	-0.21	1215
COCCOc1ccc(C(F)(F)F)cc1Nc1nc2ccccc2o1	i	39	1.1	3.1	1.6	8.8	2	752	-8.5	1276	1.5	-0.15	0.91	-0.071	i	0.6	22%	0.2	1206
CCC(CC)C(=O)Nc1ccc([N+](=O)[O-])cn1	i	53	1	2.0	2.1	4.5	17	752	-1.1	1068	-0.58	-0.24	-0.23	0.13	i	0.1	-5%	.	.
Nc1nc(CSc2ncn(-c3ccccc3)n2)cs1	i	28	1.1	2.5	2.3	3.3	6	763	.	.	0.17	-0.21	0.016	0.26	i	1.1	10%	.	.
Cc1cc(-c2n[nH]c(=S)n2/N=C/c2ccc(C)s2)n[nH]1	i	53	1.7	2.5	3.0	4.6	2	540	-0.8	898	-0.81	-0.34	-0.7	1.1	i	0.2	10%	-0.08	1327
Cc1c(Cc2ccccc2)sc(/N=C/c2c(O)ccc3ccccc23)c1C(N)=O	i	4	1	2.8	2.6	7.3	-2	684	-0.2	925	-2.6	9.4	0.23	0.6	i	0.9	8%	1.1	1287

The last 2 entries of the section above lead into the next.
SMILES	T cell HTS	T cell HTS vesicle-bound %	TNAP activation fold	MT stabilize HCS	MT stabilize HCS Hoechst-high %	MT stabilize HCS cytotoxicity %	Hep lipid drop	Hep lipid drop cells 6.5 µM	bCat nuc transl	bCat nuc transl cell count 5 µM	Dynein cargo inh	Dynein cargo inh cytoplasmic EGFP	Dynein cargo inh nuclear GR-EGFP	Dynein cargo inh cell count	Myeloid diff MLP	Myeloid diff MLP GFP+ MAC1+ %	PMI inhibitors	Insulin prom up	Insulin prom up cell count
Cc1cc(-c2n[nH]c(=S)n2/N=C/c2ccc(C)s2)n[nH]1	i	53	1.7	2.5	3.0	4.6	2	540	-0.8	898	-0.81	-0.34	-0.7	1.1	i	0.2	10%	-0.08	1327
Cc1c(Cc2ccccc2)sc(/N=C/c2c(O)ccc3ccccc23)c1C(N)=O	i	4	1	2.8	2.6	7.3	-2	684	-0.2	925	-2.6	9.4	0.23	0.6	i	0.9	8%	1.1	1287
CCC(C)C(NC(=O)C1CCC(C)CC1)C(=O)NCc1ccccn1 (stereo not drawn)	i	44	1.1	3.0	1.2	7.0	6	743	.	.	0.49	-0.39	0.42	0.45	i	0.7	5%	.	.
COc1cc(C(=O)N2CCN(c3ncnc4sc(C)c(C)c34)CC2)cc(OC)c1OC	i	57	1.4	1.0	1.1	12	.	.	-1.8	1143	-0.28	-0.22	-0.29	0.56	i	2.2	10%	?	.
CC(C)CCN1NC2(CCC(C)CC2)NC1=S (stereo not drawn)	i	28	.	.	.	.	-12	755	0.6	1332	1.2	-0.3	0.45	-0.19	i	0.3	.	0.41	1112
CCOc1ccc2nc(NCCO)[nH]c2c1	i	49	1.1	4.8	2.9	3.6	0	754	-6.1	1279	-0.33	-0.21	0.097	0.031	i	0.8	4%	0.48	1206
Cc1ccc(NC(=O)CNS(=O)(=O)c2ccc(F)cc2)cc1C	i	10	1.1	3.8	2.3	10.0	6	764	1.8	1491	0.13	-0.31	0.57	0.57	i	0.3	4%	.	.
N=C1/C(=C\c2ccc(-c3ccc(C(=O)O)cc3)o2)C(=O)N=C2SC=C(c3ccccc3)N12	.	.	.	.	.	.	-5	740	4.9	1237	2.4	1.3	1.9	-1.6	i	0.5	.	.	.
CCc1ccc2nc3nc(C)cc(C)c3c(N)c2c1	i	57	1.1	2.5	1.3	10	.	.	-3.6	901	-0.41	-0.2	0.21	0.1	+	8.5*	11%	-0.86	1270
CC(C)(C)C(=O)N1CCC(O)(CS(=O)(=O)Cc2ccccc2)CC1	i	4	1.1	2.1	2.3	9.3	.	.	-2.1	1101	0.13	-0.18	0.15	0.13	i	0.5	1%	-0.25	1411
Cc1ccc2nc(Cl)c(C3CC(c4cccs4)=NN3C(=O)CCC(=O)O)cc2c1 (stereo not drawn)	i	59	1.1	4.8	1.6	8.1	8	655	-1.5	1074	0.13	-0.28	0.15	0.78	i	0.1	7%	0.44	1428
O=C(NCC1CCCO1)C1CCN(C(=O)c2ccc(Cl)cc2)CC1 (stereo not drawn)	i	40	1.1	3.1	1.7	4.0	20	717	.	.	0.095	-0.22	0.072	0.44	i	0.9	0%	0.6	1221
CCCCOC(=O)c1ccc(NC(=S)NC(=O)c2c(Cl)cnn2C)cc1	i	27	0.8	3.8	1.8	1.5	.	.	.	.	0.3	-0.22	-0.61	-0.52	i	0.9	8%	.	.
O=C(C1=C[C@H](C2CC2)C[C@H](OCc2ccc(CO)cc2)O1)N1CCN(Cc2ccccc2)CC1	i	57	1.1	4.7	1.3	4.2	-13	709	-2.2	1160	0.37	-0.18	0.48	-1.5	i	2.1	-1%	-0.6	1492
COc1ccc(/C=N/Nc2ccc(C(F)(F)F)cc2[N+](=O)[O-])cc1	i	52	1	1.4	1.5	8.7	34	473	.	.	0.44	-0.24	0.34	-0.43	i	0.5	11%	-0.22	1371
c1ccc(Cn2nnc3c(NCc4ccc5c(c4)OCO5)ncnc32)cc1	i	17	.	.	.	.	-14	648	-0.8	1289	1.2	-0.58	0.88	-1.6	i	0.6	.	-0.19	987
COc1ccc(NC(=O)C(CCS(C)(=O)=O)N2C(=O)c3ccccc3C2=O)cc1 (stereo not drawn)	i	23	1.2	1.5	1.4	4.3	-2	813	-1.7	1229	1.2	-0.17	1.3	-0.14	i	0.8	1%	-0.64	905
CCC(=O)N1CCc2cc(Br)cc(S(=O)(=O)C3(C(=O)OC)CC3)c21	i	33	1.1	2.6	1.3	1.1	-10	744	.	.	-0.3	-0.25	-0.34	0.78	i	0.6	9%	0.23	1215
CC(C)CC(=O)NC(=S)Nc1sc2c(c1C(N)=O)CCC2	i	65	0.7	1.7	1.4	1.8	-5	632	0.0	1498	0.27	-0.29	0.84	-1.4	i	0.5	23%	-0.09	1377
COc1ccc(NC(=O)N2CCC(NC(=O)c3ccco3)CC2)cc1	i	22	1.1	2.0	1.8	8.1	.	.	-6.8	1015	2.2	0.007	2.3	-1.9	i	1.0	3%	-0.02	1188
